Mm-Cpn inhibitor: M. maripaludis TRiC chaperonin inhibition. purified Mm-Cpn ATPase, ADP Transcreener TR-FRET. 330,000 compounds, 0.031% hits. Potency, µM (highest dose often 76.9 µM), for the others: top-dose activity, negative = inhibition, usual class: inhibitors; further: potency means the concentration at half of the fitted maximal effect; on the % scale 0 is the no-effect control and ±100 the full control effect; nearly all actives have a fitted effect of over 80% in size
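Purified archaeal Mm-CPN (25nM final) preincubated 10 min at 37degC with compound, then 10uM ATP for 30 min at 37degC; ADP measured by HTRF Transcreener TR-FRET; buffer 30 mM TRIS pH 7.4, 100mM KCl, 5mM MgCl2, 1mM DTT.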
pAkt inh: Akt phosphorylation inhibition; Neuro2A IGF-stimulated pAkt S473 HTRF, 20 min; active compounds read low; activity change, % for hits at 50 µM; 360,000 compounds, 0.32% hits; AID 651550; in the data active means activity change below about -80%; inconclusive means mostly about -51% to -80%; further: on the % scale 0 is the no-effect control and ±100 the full control effect
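Neuro2A cells in DMEM with 0.5% FBS, overnight at 37 deg C, given compound at single 50 µM final, then IGF (6 nM final) for 20 min at 37 deg C. Lysed; phospho-Akt Ser473 by HTRF after 24 h, 665/615 ratio.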
EPAC2 antag: antagonists of human EPAC2; AID 720708; 360,000 compounds, 0.18% hits; EPAC2 GEF exchange of Rap1B-BODIPY-GDP, fluorescence; Potency, µM (top dose mostly 114 µM), inactives show top-dose activity, negative = inhibition, hits mostly inhibitors; Q8WZA2; further: potency means the concentration at half of the fitted maximal effect; on the % scale 0 is the no-effect control and ±100 the full control effect; nearly all actives have a fitted effect of over 45% in size; many of its hits are not listed in these tables
Target sequence (Q8WZA2 whole entry, looked up): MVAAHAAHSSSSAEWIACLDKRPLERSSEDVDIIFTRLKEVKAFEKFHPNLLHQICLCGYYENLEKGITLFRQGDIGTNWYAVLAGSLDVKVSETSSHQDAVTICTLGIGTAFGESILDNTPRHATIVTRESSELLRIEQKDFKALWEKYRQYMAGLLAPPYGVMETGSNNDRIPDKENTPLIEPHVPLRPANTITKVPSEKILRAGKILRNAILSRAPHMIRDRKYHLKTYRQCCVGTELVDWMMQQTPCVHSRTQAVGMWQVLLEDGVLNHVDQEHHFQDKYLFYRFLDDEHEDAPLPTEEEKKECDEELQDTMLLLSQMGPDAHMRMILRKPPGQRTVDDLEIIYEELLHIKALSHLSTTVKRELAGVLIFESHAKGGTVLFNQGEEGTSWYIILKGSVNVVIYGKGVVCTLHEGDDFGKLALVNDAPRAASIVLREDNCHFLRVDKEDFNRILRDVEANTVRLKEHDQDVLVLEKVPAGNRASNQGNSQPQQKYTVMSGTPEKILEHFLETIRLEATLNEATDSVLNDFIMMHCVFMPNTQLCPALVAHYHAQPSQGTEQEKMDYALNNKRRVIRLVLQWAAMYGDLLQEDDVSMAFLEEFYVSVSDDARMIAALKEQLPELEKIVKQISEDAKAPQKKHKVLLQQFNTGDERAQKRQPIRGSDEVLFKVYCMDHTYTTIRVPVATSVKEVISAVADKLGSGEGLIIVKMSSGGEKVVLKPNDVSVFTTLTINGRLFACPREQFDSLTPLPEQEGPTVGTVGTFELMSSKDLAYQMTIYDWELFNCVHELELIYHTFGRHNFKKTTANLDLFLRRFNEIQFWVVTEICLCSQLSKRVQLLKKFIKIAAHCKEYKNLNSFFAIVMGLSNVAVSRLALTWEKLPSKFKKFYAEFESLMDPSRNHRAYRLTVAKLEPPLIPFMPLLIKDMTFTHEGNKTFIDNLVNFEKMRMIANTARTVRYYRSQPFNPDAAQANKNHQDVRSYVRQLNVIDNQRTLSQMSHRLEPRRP
PTHR1 agonist: PTHR1 (human) receptor agonism; Q03431; HEK293 GP2 PTHR1 cells, GloSensor cAMP luminescence, 1 h; Potency, µM (top dose mostly 115 µM), for inactives: top-dose activation, actives largely listed as activators; 410,000 compounds, 0.075% hits; further: potency means the concentration at half of the fitted maximal effect; nearly all actives have a fitted effect of over 55% in size; some results filed as inactive show a strong effect at the top dose; inactives centre near -15; many of its hits are not listed in these tables
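HEK-293-derived GP2 cells expressing PTHR1 and a GloSensor cAMP reporter, 3,000/well, plated overnight, given luciferin plus IBMX (each 0.5 mM as added) for 1 h at 37 °C, then compound for 1 h at 37 °C. Luminescence was read after 15 min at room temperature.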
D3 ag: activates the human D3 dopamine receptor; D3R DiscoveRx beta-arrestin cells, luminescence, 90 min; 410,000 compounds, 0.58% hits; P35462; max activation, %; in the data active means max activation above about 30%; further: 0% is about no effect; mostly tested at two doses, the higher about 12 µM
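Cells at 1500/well, incubated overnight, then treated with pinned compounds (dopamine as control) for 90 min at 37 degrees C. DiscoveRx reagent added for 30 - 60 minutes at room temperature; luminescence read.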
DRD3 antagonist: blocks the human D3 dopamine receptor. 360,000 compounds, 2.5% hits. max response, negative = inhibition, %. AID 652054. P35462. D3R cells, DiscoveRx beta-arrestin luminescence, antagonist mode; active compounds read low; in the data active means max response below about -50%; inconclusive means no clear call, values can overlap the other calls; further: on the % scale 0 is the no-effect control and ±100 the full control effect; mostly tested at two doses, the higher about 12 µM
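Cells expressing the human receptor were seeded at 1500 cells/well, incubated overnight at 37 degrees C in 5% CO2, then exposed to library compounds with dopamine controls for 90 minutes at 37 degrees C before luminescent detection.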
EPAC2 agonist: agonists of human EPAC2 (RAPGEF4). EPAC2 activation, biochemical qHTS; response scale: 100% = 6.5 mM cAMP response. 360,000 compounds, 0.079% hits. AID 720711. Potency, µM (titrated, usually from 154 µM), for inactives: top-dose activation, actives largely listed as activators; further: potency means the concentration at half of the fitted maximal effect; nearly all actives have a fitted effect of over 50% in size
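Compounds were added across a concentration range to EPAC2 (100 nM), RAP1B-BODIPY-GDP (250 nM) and GDP (50 uM). After 5 min at room temperature, fluorescence was recorded at 5-min intervals for 30 min.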
CCT modulator: changes cytosolic chaperonin activity | purified chaperonin ATPase assay, HTRF ADP detection, 30 min | activity change, % (test concentration not listed), hits read low | 360,000 compounds, 0.3% hits | AID 651819; in the data active means activity change below about -30%; further: on the % scale 0 is the no-effect control and ±100 the full control effect
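We incubate TRiC, 40 or 20 nM final, with library compounds at 76 uM and 10 uM ATP for 30 min at 37 °C. ADP formed is detected with Transcreener HTRF reagents after 30 min at room temperature.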
* marks the source's active call; other numbers are inactive results; i = inactive; u = inconclusive; x = not tested or not shown; [ ] = dose if it differs, or a comment. Unless noted, the call rests on the fitted dose curve; in most records, active means well fitted curve in the direction sought with a large enough effect; inconclusive means small, poorly fitted or top-dose-only effect, or another doubt; inactive means no such curve, though single readings can be large; an effect the other way counts as inactive or inconclusive. This is a subset; rates above refer to the full screens.

SMILES	Mm-Cpn inhibitor	pAkt inh	EPAC2 antag	PTHR1 agonist	D3 ag	DRD3 antagonist	EPAC2 agonist	CCT modulator
Cc1ccc(C(=O)Nc2ccc(Br)cc2)cc1S(=O)(=O)Nc1ccccn1	-1%	i	7%	-25%	-13	-21	-2%	-6.5
COC(=O)Oc1ccc(/C=N/NC(=O)CSCc2ccc(Cl)cc2)cc1OC	0%	i	-10%	-42%[inhibitor]	2	-12	16%	-0.8
COCCCn1c(=O)/c(=C\c2cccc(OC)c2OC)s/c1=C(/C#N)C(=O)Nc1ccc(C(=O)O)cc1	-6%	i	26%	-33%[inhibitor]	-4	-13	18%	5.4
O=S(=O)(NCC1CCCO1)c1ccc(Cl)nc1 (configuration not stated)	-6%	i	5%	i	1	4	8%	0.1
COc1ccc(NC(=O)CN(C)C(=O)C(C)N2C(=O)c3ccccc3C2=O)cc1 (configuration not stated)	-2%	i	3%	i	6	-1	0%	-2.9
COCC(=O)N1CCC2CC1c1c(-c3ccc(C(F)(F)F)cc3)cccc12 (configuration not stated)	x	i	-8%	-5%	-39	u	9%	-2.8
O=C(Nc1ccccc1F)C1CCCN1S(=O)(=O)c1ccc(Cl)cc1 (configuration not stated)	-2%	i	0%	-54%[inhibitor]	2	3	6%	-2.0
Cc1cc(C)c2c(=O)n3c(nc2c1)C(Cc1ccc(O)cc1)NC(=O)c1cc2ccccc2cc1-3 (configuration not stated)	x	i	1%	-38%[inhibitor]	-6	u	0%	1.7

The last 2 entries of the part before are carried over, then new ones follow:
SMILES	Mm-Cpn inhibitor	pAkt inh	EPAC2 antag	PTHR1 agonist	D3 ag	DRD3 antagonist	EPAC2 agonist	CCT modulator
O=C(Nc1ccccc1F)C1CCCN1S(=O)(=O)c1ccc(Cl)cc1 (configuration not stated)	-2%	i	0%	-54%[inhibitor]	2	3	6%	-2.0
Cc1cc(C)c2c(=O)n3c(nc2c1)C(Cc1ccc(O)cc1)NC(=O)c1cc2ccccc2cc1-3 (configuration not stated)	x	i	1%	-38%[inhibitor]	-6	u	0%	1.7
COc1ccc(C(C)=O)cc1CSc1nnc(Nc2ccc(C)cc2)s1	-21%	i	11%	-36%[inhibitor]	6	-2	10%	1.7
COc1ccc(/C(C)=N/N=C2/NC(=O)CC(C(=O)O)S2)cc1F (configuration not stated)	-1%	i	5%	i	-11	6	10%	-3.6
Clc1ccc(-n2nnnc2-c2cnc(-c3ccncc3)nc2-c2cccs2)cc1	0%	i	3%	i	0	10	13%	-2.8
CCc1c(C)c(C#N)c2nc3ccccc3n2c1NCC1CCCO1 (configuration not stated)	-1%	i	1%	-20%	-4	4	0%	-3.6
Nc1ccccc1N1CCN(C(=O)c2ccccc2)CC1	-1%	-103%*	4%	i	6	-11	-2%	-2.7
COc1cc([C@@H]2CC=C(C(=O)O)[C@H](c3ccccc3F)N2S(=O)(=O)c2ccc(C)cc2)cc(OC)c1OC	-2%	i	9%	-22%	8	-18	-1%	-0.8
Cc1cccc(NC(=O)CCn2c(=O)oc3ccccc32)c1	2%	i	-10%	i	-7	10	7%	2.3
CCOc1ccccc1C(=O)NCCCN1CCN(CCCNC(=O)c2ccccc2OCC)CC1	1%	x	-2%	i	-3	-53*	8%	-2.3
Nc1ccccc1-n1cccc1	-2%	i	4%	-3%	-3	1	9%	-0.9
CC(=O)c1ccc(NC(=O)Cc2cccs2)cc1	0%	i	28%	u	1	u	6%	-3.5
CC(C)NC(=O)CCCc1ccccc1	1%	i	-4%	i	-15	-24	5%	-5.5
O=c1cc(O)n(-c2ccc(F)cc2)c(=S)[nH]1	-6%	i	-1%	-13%	6	13	8%	1.6
CCCC1CC(CCc2ccccc2)OS(=O)(=O)N1 (configuration not stated)	-1%	i	-23%	7%	-10	0	18%	-2.6
Cc1ccc(C(=O)O)cc1NCc1ccncc1	1%	i	-5%	i	-5	-1	12%	-2.0
COc1cccc(C(C)NC(=O)C2CCCC2)c1 (configuration not stated)	-1%	i	0%	i	0	3	-2%	1.4
N#Cc1nc(-c2cccc(Cl)c2)oc1N1CCC(C(N)=O)CC1	-2%	i	-7%	-2%	-8	-17	-12%	-1.3
CCN(CC)C(=O)c1ncn(C)c1C(=O)N(CC)CC	3%	i	2%	-26%	0	4	4%	1.1
Cc1ccc(-c2nc(CS(=O)(=O)CC(=O)NC3CCC(C)CC3)c(C)o2)cc1 (configuration not stated)	-5%	i	-4%	-17%	-1	-2	3%	-2.4
C[C@H](CO)N1C[C@H](C)[C@@H](CN(C)Cc2cccc(C(=O)O)c2)Oc2cc(Br)ccc2S1(=O)=O	x	i	9%	-5%	-4	-27	2%	2.7
CSCC[C@H](NC(=O)c1cc2c([nH]c3ccccc32)c(-c2ccccc2)n1)C(=O)O	2%	i	-6%	i	-1	3	0%	0.5
CNC(=O)c1sc(Nc2ccc(OCc3ccccc3)cc2)nc1C	-4%	i	-22%	i	2	19	-1%	-0.9
O=C(NCCNC(=O)c1cnccn1)c1cccc(Cl)c1	-5%	i	10%	-8%	1	3	5%	1.0
C=CCNC(=O)COc1ccc(S(=O)(=O)Nc2ccc(OCC)cc2)cc1	-1%	i	11%	i	-7	0	1%	-0.1
CC1CCN(CCCNC(=O)c2ccc3c(Cl)c4c(nc3c2)CCCC4)CC1	-1%	i	-2%	i	-6	-27	12%	-2.5
COCCn1nnnc1C(CC(C)C)N1CCN(c2cccc(OC)c2)CC1 (configuration not stated)	-1%	i	-1%	i	3	-12	-1%	-3.5
Cc1cc([N+](=O)[O-])nn1CCC(=O)NC1CCCCCC1	0%	i	17%	-7%	-8	-24	14%	3.1
CN(N=Cc1cccc2cccnc12)c1ccc([N+](=O)[O-])cc1[N+](=O)[O-]	x	i	u	i	0	0	-51%[inhibitor]	-0.1
Cc1cc(OCC(=O)NC(Cc2c[nH]c3ccc(O)cc23)C(=O)O)c2c(C)c(C)c(=O)oc2c1 (configuration not stated)	-6%	i	-15%	i	-2	12	1%	0.7
COc1ccc(NC(=O)CSc2nccn2Cc2ccc(F)cc2)c(OC)c1	-1%	i	-3%	i	-1	3	4%	-1.1
Cc1ccc(NC(=O)COC(=O)c2ccc3c(=O)n4c(nc3c2)CCC4)c(Br)c1	-5%	i	35%[activator]	-20%	-7	10	-12%	-1.0
CC(C)CNC(=O)C(=O)NCc1ccccn1	4%	i	5%	-5%	2	3	6%	0.2
COc1ccc(OC)c(C(=O)C2COC(=O)C2)c1 (configuration not stated)	-1%	i	15%	-1%[57.5 µM]	5	-4	7%	0.0
Cc1nc(CSc2nnc3scc(-c4ccccc4)n23)cs1	1%	i	-4%	i	-1	26	3%	-1.2
CCOC(=O)c1ccc(NC(=O)CSc2nc(SC)ns2)cc1	x	i	-2%	-26%	-13	u	6%	1.3
CCOc1ccc(CNc2nnnn2C)cc1OC	1%	i	-2%	-13%	2	-8	-4%	-0.2
CCN1C(=O)/C(=C/C=C2/Sc3ccccc3N2CCO)SC1=S	-3%	i	-25%	i	-8	-28	14%	-1.6
COc1ccccc1-c1coc2c(CN3CCN(C)CC3)c(O)ccc2c1=O	-5%	i	-3%	i	-7	-2	7%	-1.6
CCOc1ccc2nc(NC(=O)c3ccc(C)o3)sc2c1	x	i	14%	-33%[inhibitor]	8	15	3%	3.5
O=C(Nc1ccc(S(=O)(=O)N2CCOCC2)cc1)c1cccnc1	0%	i	7%	i	-6	6	4%	0.0
COc1cccc(NC(=O)Cc2nc(-c3ccccc3)sc2-c2ccc(C)cc2)c1	40µM*	i	18%	-5%	-12	-21	5%	1.6
O=c1c2ccccc2ncn1CCCOc1ccccc1[N+](=O)[O-]	0%	i	6%	-32%[inhibitor]	7	22	7%	1.1
Cc1cc2nc(C)c(Cl)c(=O)n2[nH]1	-2%	i	10%	-7%	1	2	-1%	-3.4
Cc1noc(C)c1NC(=O)N(C)C[C@H]1Oc2ccc(NC(=O)CCC(F)(F)F)cc2C(=O)N([C@H](C)CO)C[C@@H]1C	1%	i	12%	6%	-24	u	8%	-4.6
CC(=O)/C(CN1CCCCC1)=N\O	-14%	i	3%	-7%[57.5 µM]	1	9	14%	-1.0
COc1cccc(-c2nc3cc(C)ccc3o2)c1	0%	i	-5%	-28%	-8	-22	17%	1.1
c1cncc(-c2csc(NCc3ccco3)n2)c1	1%	i	-4%	-25%	-9	-6	4%	-3.0
CC(C)NC(=O)N1Cc2cc(C(=O)NCC(F)(F)F)nc(-c3cccc(-c4cc5ccccc5o4)c3)c2[C@@H]1CCO	x	i	-8%	i	1	19	-13%	-2.3
COc1cc(C(c2c(C)[nH][nH]c2=O)c2c(C)[nH][nH]c2=O)ccc1OS(=O)(=O)c1ccc(C)cc1	1%	i	-7%	-87%	-9	u	5%	-3.6
N=c1c(S(=O)(=O)c2ccc(Br)cc2)cc2c(=O)n3ccccc3nc2n1Cc1ccccc1	-16%	i	u	-6%	0	4	-21%	-0.5
O=C(CO/N=C/c1ccc(Cl)cc1Cl)NNC(=O)c1cccc(Cl)c1	-3%	i	-5%	-11%	-14	4	5%	-3.8
CCC1=C2CC[C@H]3C(=O)N(C)C(=O)[C@H]3[C@H]2[C@@]2(Cc3ccccc3)C(=NCCOC)OC(=O)N2C1=O	2%	i	-8%	-21%	38*	4	2%	0.3
O=C(NC(=O)N1CCSCC1)c1c(Cl)cccc1Cl	-3%	i	6%	i	6	2	5%	0.3
Cc1cc(S(=O)(=O)c2ccc(Cl)cc2)nc(S(=O)(=O)c2ccc(Cl)cc2)c1C#N	x	i	-17%	-44%[inhibitor]	-17	-77*	-2%	0.1
COc1ccc(Br)cc1C(=O)Nc1cccc2ncccc12	4%	i	8%	i	2	7	4%	-1.8
COc1ccc(-c2nc(NC(C)=O)sc2-c2ccccc2)cc1	u	i	-5%	-25%	-2	-10	-1%	-4.4
CCOC(=O)Cc1ccc(NCc2ccc(Cl)cc2)cc1	0%	i	-4%	i	3	-14	11%	1.1
COc1ccc(N2C(=O)CC(N3CCC(c4nc5ccccc5[nH]4)CC3)C2=O)cc1 (configuration not stated)	2%	i	6%	i	1	-8	-1%	-0.5
